# Bioassay records: PubChem, Broad Institute
# Cneo AK release – Cryptococcus neoformans cell lysis inducers, primary screen, AK release luminescence, single concentration | C. neoformans lysis, adenylate kinase release luminescence, 4 h; normalised: neutral wells 0, clomiphene wells 100 | lysis activity, % at 15 µM | 360,000 compounds, 0.2% hits | AID 651654, 2012;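 active means mean lysis activity across replicates of at least 80%, whatever share of replicates individually reach that level; inactive means mean lysis activity below 80%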
#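 Test system: log-phase Cryptococcus neoformans yeast cells; Quantity: yeast cell density of 5 × 10^6 cells/mL; Buffer or medium: YPD; Doses: single compound concentration per well; Timing: 4 h at 37 °C static, read 1 h later; Measured by: AK luminescence; Read-out basis: lysis from increased AK signal; Control set: Clomiphene as positive control.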
# FN deposit inh – inhibitors of fibronectin matrix deposition, primary screen, AH1F cells, Alexa488-fibronectin fluorescence, plate reader. AH1F fibroblasts, overnight. inhibition, % at 12.6 µM. 350,000 compounds, 0.086% hits;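 active means mean inhibition across replicates of 30% or more, regardless of how many single replicates reach that level; inconclusive means mean under 30% yet at least half of replicates reach 30%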;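 further: positive control wells lacked labelled fibronectin entirely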
#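 Assay system: AH1F fibroblasts assembling fluorescent fibronectin matrix; Amount: 10000 AH1F cells per well; Buffer or medium: DMEM, 2% serum; Probe or stimulus: Alexa488-fibronectin, 24 nM final in well; Doses: single compound dose, delivered by pin transfer; Incubation: 1 h adhesion, overnight exposure; Measured by: fluorescence 485/525 nm; Read-out: fibronectin deposition inhibition.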
# miR122 inh – miR-122 Renilla sensor signal increase in Huh7, primary screen, miR-122 inhibitor project, cell-based, single point, plate reader. Huh7 miR-122 Renilla luciferase sensor, 48 h; neutral wells = 0, positive control = 100. activation (reporter increase), % at 12.5 µM. 340,000 compounds, 0.3% hits. AID 602342, 2012;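 active means mean replicate activation score at least 90 and every replicate individually at or above 90; inconclusive means only one of the two criteria met; inactive means neither criterion met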;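 further: higher luciferase means less miR-122 activity so hits act as miR-122 inhibitors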
# PAX8 reporter – inhibitors of PAX8-driven TPO luciferase reporter, primary screen, RMG-I cells, single concentration; AID 652154, 2013; 360,000 compounds, 1.2% hits; inhibition, % at 12.6 µM; SteadyGlo, 24 h;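 active means mean replicate inhibition at least 60% with every replicate also reaching 60%; inconclusive means only one of the two criteria is met; inactive means mean below 60% and not all replicates reaching 60%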;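 further: luciferase light reporting Pax8 driven TPO promoter activity; plate controls were median of neutral control wells for no effect and mitoxantrone controls for full effect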
# PGC1a acetyl inh – inhibitors of PGC1a acetylation signal, primary screen, cell-based, U2OS, AlphaScreen, inhibitor mode; AID 651687, 2012; AlphaScreen anti-acetyl-lysine; with virally co-expressed GCN5 acetyltransferase; 350,000 compounds, 0.17% hits; inhibition, % at 15.6 µM;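 active means every replicate shows inhibition of at least 40%; inconclusive means mean inhibition at least 40% but some replicate below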;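 further: 0% = neutral control wells and 100% = positive control wells; some results beyond the cut were filed as inactive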
# CASP6 VEID inh – human caspase-6 inhibitors, primary screen, biochemical, VEID-R110 fluorescence, single point, set 2; purified caspase-6, Z-VEID-R110 cleavage fluorescence; inhibition, % at 12.5 µM; AID 686996, 2013; 350,000 compounds, 0.53% hits;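 active means mean inhibition across replicates at least about 35%, with every replicate also reaching that limit, limit read from the data; inconclusive means only one of the two criteria met; inactive means neither criterion met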;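 further: 0% = median of neutral control wells and 100% = no fluorescence left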
# Target sequence (P55212 24-179 limits assumed): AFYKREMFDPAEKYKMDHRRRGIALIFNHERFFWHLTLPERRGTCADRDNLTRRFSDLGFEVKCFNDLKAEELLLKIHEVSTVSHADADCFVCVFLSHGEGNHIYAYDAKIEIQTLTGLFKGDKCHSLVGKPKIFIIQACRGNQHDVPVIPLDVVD
# Target sequence (P55212 194-293 limits assumed): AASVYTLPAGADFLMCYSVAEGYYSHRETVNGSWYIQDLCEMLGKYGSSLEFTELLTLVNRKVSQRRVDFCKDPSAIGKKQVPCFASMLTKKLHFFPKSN
# LGR2 inh – inhibitors of bursicon-induced LGR2 CRE-luciferase signal, primary screen, cell-based, HEK293, CRE-luciferase reporter, bursicon stimulation; 380,000 compounds, 0.35% hits; Drosophila bursicon receptor LGR2 (rickets); inhibition, % at 9.99 µM; AID 720647, 2013; bursicon-stimulated, 4 h;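 active means drop in luminescence signal, shown as inhibition above about 50% in the replicate tests, limit read from the data, passing the limit was not always enough; inconclusive means probably only some replicates passing the limit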;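 further: agonist challenge used bursicon conditioned medium at about half maximal strength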
# EWS-Fli block – EWS/Fli-driven NR0B1 reporter inhibitors, primary screen, A673 cells, NR0B1 luciferase, luminescence, MLPCN library; inhibition, % at 12.6 µM; 350,000 compounds, 0.67% hits; viability-normalised;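 active means mean inhibition of at least 50% after viability correction, with every replicate also passing that limit; inconclusive means mean reaches 50% but only one of two replicates passes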;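 further: firefly luciferase signal divided by Alamar Blue viability fluorescence both relative to DMSO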
# Starred values were filed as active, the others as inactive; u = inconclusive; x = no result given; & = joins results of further samples; [ ] = another dose, or the depositor's remark.
SMILES,Cneo AK release,FN deposit inh,miR122 inh,PAX8 reporter,PGC1a acetyl inh,CASP6 VEID inh,LGR2 inh,EWS-Fli block
Cc1ccc(C(=O)C=Cc2ccc3c(c2)OCO3)c(C)c1,x,9,x,-72,x,0,-36,-45
Cc1cc(S(=O)(=O)ON2C(=O)c3ccccc3C2=O)ccc1F,1,3,-1,3,6,2,14,14
C[C@H]1CN([C@@H](C)CO)C(=O)Cc2cc(NS(=O)(=O)c3ccc(Cl)cc3)ccc2O[C@@H]1CN(C)C(=O)Nc1cccc2ccccc12,-2&3,x,1[16.7 µM],12,-8,0&3,22&-5,8&3
CCC(=O)N(c1nnc(SCC(=O)Nc2sccc2C(N)=O)s1)C1CC1,-1,2,-2,-6,9,4,-17,5
CCOc1ccc(N2C(=O)Nc3ccc(Br)cc3C2(O)C(=O)NC(C)C)cc1 (centres undefined),-1,-1,-3,-17,-9,3,-7,10
COc1ccc(C)cc1S(=O)(=O)Nc1cc2c3c(c1)CC(=O)N3CCC2,1,-7,34,-7,7,3,-1,15
CCOC(=O)c1cc2sccc2n1CC(=O)N1CCc2ccccc21,1,x,10,x,2,-2,-7,x
CCN(CC(=O)N1CCOCC1)S(=O)(=O)c1ccc2ccccc2c1,-2,-11,18,1,14,-1,1,6
CC(=O)Nc1ccc(N2CCC(C)CC2)c([N+](=O)[O-])c1,x,-2,x,-9,8,1,-21,-24
CCOc1ccccc1O[C@H](c1ccccc1)[C@H]1CNCCO1,2,-12,-4,-9,-4,-5,3,1
CC(OC(=O)c1ccc(Cl)c(S(=O)(=O)N2CCOCC2)c1)C(=O)NC1CCCCC1C (centres undefined),0,-5,x,15,-1,-3,23,-3
Cc1ccc(-c2nc(CS(=O)(=O)CC(=O)NC3CCC(C)CC3)c(C)o2)cc1 (centres undefined),2,4,-1,15,-8,0,4,x
Cc1onc(-c2c(F)cccc2Cl)c1C(=O)c1ccccc1,-4,-3,0,3,-9,-1,6,9
O=C(c1cc(Cl)ccc1O)N1CCN(S(=O)(=O)c2cccs2)CC1,x,x,34,13,14,0,9,0
C[C@H]1CN([C@@H](C)CO)C(=O)c2cccc(NC(=O)NC3CCCCC3)c2O[C@H]1CN(C)S(=O)(=O)c1ccc(F)cc1,x,-11,2[16.7 µM],8,3,x,11,5
CCOc1ccccc1OCCCCN1CCCC1,8,1,-5,13,0,x,x,x
CCn1c(=O)c(=O)n(CC)c2cc(S(=O)(=O)Nc3cc(C)ccc3C)ccc21,-1,-4,0,1,x,-2,-3,2
O=C1C(=O)N(CC(=O)N2CCCC2)c2ccccc21,x,-5,x,-1,x,-1,6,20
COc1cccc(/C=C/C(=O)c2ccc(C)c([N+](=O)[O-])c2)c1,-1,-6,1,3,-2,2,-10,10
CC(C)NC(=O)N1Cc2cc(C(=O)NC3CCCC3)nc(-c3cccc(-c4cccnc4)c3)c2[C@H]1CCO,x,11&7,x,14,-1,0&9,-8,3&4
CC(OC(=O)c1cccnc1SCc1cc(=O)n2ccccc2n1)c1ccccn1 (centres undefined),2,4,2,x,-1,x,-2,x
COc1ccc(C(C)c2cc3c(cc2OCC(=O)O)OCO3)cc1 (centres undefined),x,-3,x,4,x,8,-3,-8
CC1CN(C(=O)COC(=O)Cc2ccc(Cl)cc2)CC(C)O1 (centres undefined),1,1,-7,-15,-7,0,-14,1
Cc1noc(C)c1NC(=O)N(C)C[C@@H]1OCCCC[C@H](C)Oc2ccc(NC(=O)CCC(F)(F)F)cc2C(=O)N([C@H](C)CO)C[C@H]1C,0,x,4[16.7 µM],4,-6,10,-13,-3
CCOc1ccccc1NS(=O)(=O)c1cn(C)nc1C,x,-6,x,1,x,x,10,-4
CCCC#Cc1ccc2c(c1)O[C@@H](CN(C)C(C)=O)[C@@H](C)CN([C@H](C)CO)S2(=O)=O,-1,-5,3[16.7 µM],x,-2,0,-16,15
Cc1ccc(NC(=O)C2C3C=CC4(CN(Cc5cccnc5)C(=O)C24)O3)cc1F (centres undefined),1,-16,1,14,-5,5,-6,0
C[C@H]1CN([C@@H](C)CO)S(=O)(=O)c2ccc(-c3cncnc3)cc2O[C@H]1CN(C)C(=O)Cc1cccnc1,-1,4,10[16.7 µM],-4,-6,3,4,3
COCCNC(=O)C[C@H]1CC[C@@H](NC(=O)NC2CCCC2)[C@@H](CO)O1,5,1,-1[16.7 µM],5,0,-1,-6,7
NC(=O)CC(NC(=O)c1ccccc1)c1ccc(NCc2ccc(F)c(F)c2)c([N+](=O)[O-])c1 (centres undefined),1,15,-1,-8,x,1,x,-1

# Whole records, quoted from the list. Screens in order: Cneo AK release | FN deposit inh | miR122 inh | PAX8 reporter | PGC1a acetyl inh | CASP6 VEID inh | LGR2 inh | EWS-Fli block
# Record of `COc1cccc(/C=C/C(=O)c2ccc(C)c([N+](=O)[O-])c2)c1` : -1 | -6 | 1 | 3 | -2 | 2 | -10 | 10
# Record of `CCOc1ccccc1NS(=O)(=O)c1cn(C)nc1C` : x | -6 | x | 1 | x | x | 10 | -4

# Following part
SMILES,Cneo AK release,FN deposit inh,miR122 inh,PAX8 reporter,PGC1a acetyl inh,CASP6 VEID inh,LGR2 inh,EWS-Fli block
O=C(CN(C(=O)CCC(=O)Nc1nccs1)c1ccccc1F)NCCc1ccccc1,-2,7,x,4,x,x,15,x
O=C(Nc1ccc(Cl)cc1Cl)c1cc2ccccc2o1,2,-4,-5,-82,7,-4,-16,-24
Cc1ccccc1NC(=O)N1CCN(C(=O)c2ccco2)CC1,x,x,x,-2,x,9,-14,-14
O=C(N/N=C/c1cc(Br)cc(Br)c1O)c1cccc(N2CCCC2=O)c1,0,x,-3,-40,x,-5,17,12
CCCC(=O)Nc1ccccc1NC(=O)c1ccc(OC)cc1,x,7,x,-19,x,-4,12,3
CCCC#Cc1ccc([C@@H]2[C@@H](C#N)N(S(C)(=O)=O)[C@H]2CO)cc1,-4,-28,x,7,-9,0,7,-2
CCN(C(=O)c1ccc(NC(=O)Cc2ccccc2)cc1)c1ccccc1,-1,x,2,4,-2,0,1,x
OCCC1CN(Cc2cnc(-c3ccccc3)s2)CCN1C1CCCCC1 (centres undefined),7,0,-4,-4,1,-7,7,3
CCc1cc(SC#N)cc(C)c1NC(=O)CCl,x,26,x,-1,x,11,x,-4
O=C(NNC(=S)NCc1ccccc1)c1cccc([N+](=O)[O-])c1,3,-1,-5,-7,x,4,-12,-1
O=C(C[C@@H]1C[C@H]2c3cc(NC(=O)C4CCOCC4)ccc3O[C@H]2[C@H](CO)O1)NCCN1CCCCC1,0,4,8[16.7 µM],9,-5,0,5,-21
O=C(CNS(=O)(=O)c1ccccc1)NCC(=O)N1CCCCC1,2,-1,0,9,1,-1,-3,5
Cc1cc(Br)c(Oc2cc(NN3CCCCC3)c([N+](=O)[O-])cc2[N+](=O)[O-])c(Br)c1,3,11,x,-28,x,-2,0,11
COCC1=C2[C@@H](c3ccccc3)OB(O)C[C@@H]2n2c(=O)n(-c3ccccc3)c(=O)n2C1,-8,x,x,4,5,-1,x,-4
COc1ccc(S(=O)(=O)Nc2ccc3c(c2)C(=O)N([C@H](C)CO)C[C@H](C)[C@H](CN(C)S(=O)(=O)c2cn(C)cn2)OCCCC[C@@H](C)O3)cc1,-2,-13,-4[16.7 µM],-14,u,-2,2,3
O=[N+]([O-])c1ccccc1CNCCCCCO,-1,1,x,-18,x,1,10,-12
FC(F)(F)Oc1ccc(Nc2nc3ccccc3o2)cc1,-2,x,-7,x,-7,x,-37,x
CCSc1nnc(NC(=O)COc2cccc3ccccc23)s1,1,x,-3,x,5,0,-1,x
COC(=O)CCCNc1ncccc1[N+](=O)[O-],7,x,1,-20,10,-2,13,-8
Cc1ccsc1C(=O)NCCC(c1ccccc1)c1ccccc1,x,4,x,-19,x,0,11,4
O=C(NCc1cccc(F)c1)c1cccc2c1C(=O)c1ccc(N3CCCC3)cc1S2(=O)=O,-1,x,9,x,0,-3,-3,x
Cc1noc(C)c1S(=O)(=O)Nc1ccc2c(c1)C(=O)N([C@H](C)CO)C[C@H](C)[C@@H](CN(C)S(=O)(=O)c1ccc(Cl)cc1)OCCCC[C@H](C)O2,-2,-2,-20[16.7 µM],54,x,-5,-5,-2
Cc1cc(Cl)c(S(=O)(=O)N2CCN(c3cccc(C)c3C)CC2)cc1OCC(N)=O,1,9,0,12,x,2,3,x
COc1ccc(OC)c(CNC(=O)c2nn(C)c3c2CS(=O)(=O)c2ccccc2-3)c1,2,0,0,5,-4,5,0,-4
O=C(NCC[C@@H]1CC[C@@H](NS(=O)(=O)c2ccccc2)[C@@H](CO)O1)c1ccccc1F,-1,-10,x,-2,20,0,-12,-12
O=C(COc1ccc(Br)cc1)N1CCN(S(=O)(=O)/C=C/c2ccccc2)CC1,x,12,x,14,x,3,11,8
COc1ccc(NC(=O)O[C@@H](c2ccc(OC)c(O)c2)[C@H](CCO)OC)cc1,-12,x,x,-2,-3,3,x,-2
CC(CCn1cccn1)NC(=O)CCc1nnc(C2CCCCC2)o1 (centres undefined),x,-7,x,0,-2,3,3,9
O=C(NC[C@H]1[C@H](c2ccccc2)[C@H](CO)N1C(=O)Cc1ccncc1)C1CCC1,13,7,17[16.7 µM],-3,-1,1,-13,-2
O=C1CC(c2ccc(F)cc2)c2cc3c(cc2N1)CCC3 (centres undefined),5,7,0,-13,-22,2,x,-4
C[C@H](CO)N1C[C@H](C)[C@@H](CN(C)Cc2ccc(-c3ccccc3)cc2)Oc2ccc(NC(=O)Nc3ccc(C(F)(F)F)cc3)cc2CC1=O,-1,x,-15[16.7 µM],68*,-12,2,24,7
CC(C)C#Cc1cnc2c(c1)C(=O)N([C@H](C)CO)C[C@H](C)[C@H](CN(C)C(=O)c1cccnc1)O2,5,-3,7[16.7 µM],11,-11,2,4,4
CCOc1ccc(CN2CCN(C(=O)c3ccco3)CC2)cc1,-4,3,4,10,-2,-1,2,1
CC(=O)c1c(C)nc(Nc2nc(C)c3cc(C)ccc3n2)nc1C,x,-6,x,12,8,6,8,-7
CC1CN(C(=O)c2ccc(OC3CCN(Cc4ccccn4)CC3)cc2)CCN1C (centres undefined),0,1,-3,-12,x,-18,-13,1
C[C@H](CO)N1C[C@H](C)[C@@H](CN(C)CC2CCCC2)Oc2ncc(C#C[C@@H](C)O)cc2C1=O,10,-2,-8[16.7 µM],-9,14,4,3,-11
CC(C)Sc1ncnc2c1oc1ccccc12,-1,-12,0,x,10,x,-2,x
COc1ccc2nc(C)cc(SCC(=O)Nc3c(C)cccc3C)c2c1,x,x,x,-13,x,-1,13,74*
